Bioassay records deposited in PubChem by National Center for Advancing Translational Sciences (NCATS).
MBNL1-CUG inh: blocks human MBNL1 binding to CUG repeat RNA. Q9NR56. 280,000 compounds, 0.036% hits. Potency, µM (highest dose often 57.5 µM), inactives show at the top dose activity change, negative = inhibition, actives largely listed as inhibitors. TR-FRET MBNL1-His/biotin-(CUG)12 binding, 665/545 ratio; active = well fitted inhibition curve with a large enough effect in the signal ratio, with a control signal flat, not every such curve was filed as active; inconclusive = small, poorly fitted or top-dose-only effect, or effect the other way, or a change in a side signal; inactive = no such curve, though single readings can be large or run the other way; the % refers to the signal ratio; note: potency is the fitted concentration of half-maximal effect; % is set by controls: 0 for no effect and ±100 for the full control effect
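MBNL1-His + Biotin-(CUG)12, cpd titration 92 nM–58 uM; Tb anti-His Ab 0.055 ng/ul, SA-XL665 5 nM (final); 60 min RT; ratiometric 665/545 nm, Ex 340 nm; normalized to buffer and full-complex controls.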
KCNH2 3.1 block: KCNH2 3.1 (human) potassium channel inhibition; activity change, % (tested at about 1.8 µM); 340,000 compounds, 0.95% hits; U2OS KCNH2 3.1, thallium flux FluxOr; active compounds read low;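 active = maximum activity change below -70%; inconclusive = maximum activity change from -70% to -50%; inactive = maximum activity change above -50%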;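 note: thallium influx rate constant from kinetic fluorescence after stimulation buffer; % is set by controls: 0 for no effect and ±100 for the full control effect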
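Virally transduced U2OS (3.1 isoform, 4 h infection in dark at RT) → overnight 37 C → FluxOr + Red40 in HBSS/HEPES, 45 min → stimulation buffer, 2 min kinetic read → rate constant vs DMSO controls.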
Integrin act MD: activates integrin-mediated alleviation for muscular dystrophy. 350,000 compounds, 0.064% hits. Potency, µM (highest dose often 38.3 µM), inactives show at the highest dose activation, hits mostly activators. alpha7betagal myoblasts, beta-gal FDG fluorescence, 48 h;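 note: potency is the fitted concentration of half-maximal effect; 100% = response of the positive control SU9516; nearly all actives have a fitted effect of over 60% in size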
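Alpha7betagal+/- myoblasts (passage 13) were plated 16-24 hr, then exposed to compounds (1:260 dilution of DMSO stock) for 48 hours at 37C. After MPER lysis, β-galactosidase reporter activity was read as FDG fluorescence (ex 480/em 540) after 30 minutes.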
KCNH2 WT inh: KCNH2 (human, wildtype) channel inhibition | Q12809 | U2OS, BacMam KCNH2, thallium flux FluxOr; active compounds read low | activity change, % at 1.84 µM | 340,000 compounds, 0.37% hits | AID 720551;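 active = maximum activity change below -70%; inconclusive = maximum activity change between -70% and -50%; inactive = maximum activity change above -50%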; note: % is set by controls: 0 for no effect and ±100 for the full control effect
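U2OS cells were transduced with wild-type KCNH2 virus (2.03 x 10^8 / mL) for 4 h at room temperature, then cultured overnight at 37 C. Thallium flux was read with FluxOr dye. Rate constants were normalized to DMSO controls.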
GALK inh: galactokinase (human) inhibition; P51570; Purified GALK, Kinase-Glo residual ATP luminescence; Potency, µM (top dose mostly 57.5 µM), for the others: at the top dose activity change, negative = inhibition, most hits filed as inhibitors; 270,000 compounds, 0.007% hits; note: potency is the fitted concentration of half-maximal effect; % is set by controls: 0 for no effect and ±100 for the full control effect
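Quantitative HTS: GALK 5 nM, ATP 35 uM, galactose 100 uM, 1 h room temperature, then luciferase-based ATP detection.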
Coupling enz: counter-screen for Giardia aldolase inhibitors: coupling enzyme system; activity change, negative = inhibition, % at 58.2 µM, hits read low; coupling enzyme system counterscreen, AmpLite Red fluorescence; 290,000 compounds, 0.67% hits; AID 2472; in the data active = activity change below about -30%; note: % is set by controls: 0 for no effect and ±100 for the full control effect
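Counterscreen lacking aldolase: glyceraldehyde-3-phosphate coupling-enzyme reagent preincubated 10 min at RT with compound (at 57.5 uM final), then substrate/coupling system with AmpLite Red added; fluorescence read at 525/598 nm after 20 min RT.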
CXXC DNA block: blocks binding of human MLL CXXC domain to DNA. Q03164. MLL-CXXC / FITC-HOXA9 DNA fluorescence polarization. Potency, µM (top dose mostly 115 µM), without a hit: top-dose activity change, negative = inhibition, most hits filed as inhibitors. 290,000 compounds, 0.037% hits. AID 2662; active = well fitted inhibition curve with a large enough effect in the polarisation, with a control signal flat, not every such curve was filed as active; inconclusive = small, poorly fitted or top-dose-only effect, or effect the other way, or a change in a side signal; inactive = no such curve, though single readings can be large or run the other way; the % refers to the polarisation; note: potency is the fitted concentration of half-maximal effect
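Fluorescence polarization: 7 uM MLL-CXXC (stock) preincubated 5 min with compounds, then 50 nM fluorescein-HOX-A9 DNA (stock) added; 30 min ambient. Buffer 50 mM Tris-HCl pH 7.5, 50 mM NaCl, 1 mM DTT, 0.05% BSA.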
TRPV1 agonist: human TRPV1 agonism. Q8NER1. TRPV1-expressing cells, Fluo-8 calcium influx, agonist mode. activation, % at 8.33 µM. 320,000 compounds, 0.19% hits; in the data active = activation above about 80%; inconclusive = between about 30% and that limit; note: 0% is about no effect
Target sequence (Q8NER1 whole entry, looked up): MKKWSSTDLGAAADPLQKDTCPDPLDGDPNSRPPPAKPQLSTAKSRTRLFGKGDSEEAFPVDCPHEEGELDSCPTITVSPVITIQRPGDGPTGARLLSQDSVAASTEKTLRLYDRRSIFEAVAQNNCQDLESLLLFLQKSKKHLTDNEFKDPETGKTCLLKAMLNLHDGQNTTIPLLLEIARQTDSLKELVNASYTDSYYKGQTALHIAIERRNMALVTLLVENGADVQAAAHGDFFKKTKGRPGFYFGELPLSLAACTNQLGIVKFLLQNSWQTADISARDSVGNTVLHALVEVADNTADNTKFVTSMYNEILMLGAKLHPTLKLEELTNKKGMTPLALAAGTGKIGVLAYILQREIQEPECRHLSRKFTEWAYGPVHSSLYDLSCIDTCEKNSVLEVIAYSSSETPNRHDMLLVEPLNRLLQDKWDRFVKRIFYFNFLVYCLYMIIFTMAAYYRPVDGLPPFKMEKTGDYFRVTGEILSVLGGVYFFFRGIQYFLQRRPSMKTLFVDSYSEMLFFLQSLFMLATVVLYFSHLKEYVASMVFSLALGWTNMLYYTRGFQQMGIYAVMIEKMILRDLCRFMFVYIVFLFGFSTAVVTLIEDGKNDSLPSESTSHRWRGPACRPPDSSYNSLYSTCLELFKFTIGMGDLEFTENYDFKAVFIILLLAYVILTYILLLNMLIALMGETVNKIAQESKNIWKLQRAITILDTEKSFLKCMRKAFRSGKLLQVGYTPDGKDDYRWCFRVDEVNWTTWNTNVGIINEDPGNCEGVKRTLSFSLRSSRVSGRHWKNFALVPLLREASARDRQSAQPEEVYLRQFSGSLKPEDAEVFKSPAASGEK
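Fluo-8 calcium influx in TRPV1-expressing cells, kinetic read (ex 480/em 520 nm). Compound added and read 3 min for agonist activity, followed by capsaicin at EC20 final and 2 min further read for enhancement.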
ASM inhibitor: inhibitors of human secretory acid sphingomyelinase. P17405. placental ASM, HMU-PC fluorogenic substrate, 60 min. Potency, µM (doses to about 57.5 µM), for inactives: at the highest dose activity change, negative = inhibition, most hits filed as inhibitors. 340,000 compounds, 0.006% hits; note: potency is the fitted concentration of half-maximal effect
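qHTS format. ASM enzyme prepared from human placenta hydrolyses the fluorogenic substrate HMU-PC0 (9 uM final) over 60 min at 37 °C after a 10 min compound preincubation.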
AT treatment: potential ataxia-telangiectasia treatments restoring KAP-1 phosphorylation | […] A-T fibroblasts, KAP-1 phosphorylation AlphaLISA; neocarzinostatin DNA damage 30 min before lysis | Potency, µM (highest dose often 57.5 µM), without a hit: at the highest dose activation, actives largely listed as activators | 320,000 compounds, 0.19% hits; note: potency is the fitted concentration of half-maximal effect; % of control where 0% means no effect; nearly all actives have a fitted effect of over 45% in size
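ATM-like activity read as KAP-1 phosphorylation via AlphaLISA donor/acceptor antibody pairs after lysis and 6 hr at 25C. Cells were ATM-null patient fibroblasts ([…], hTERT), dosed 60 min, then exposed to the DSB inducer NCS for 30 min.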
Numbers without * were called inactive; ? = inconclusive; . = not tested or not shown; [ ] = another dose, or the depositor's remark. Unless noted, calls come from the whole dose curve; as a rule, active = well fitted curve in the direction sought with a large enough effect; inconclusive = small, poorly fitted or top-dose-only effect, or another doubt; inactive = no such curve, though single readings can be large; an effect the other way counts as inactive or inconclusive.

SMILES	MBNL1-CUG inh	KCNH2 3.1 block	Integrin act MD	KCNH2 WT inh	GALK inh	Coupling enz	CXXC DNA block	TRPV1 agonist	ASM inhibitor	AT treatment
CCOc1cc(Cl)c(S(=O)(=O)NCc2cccnc2)cc1Cl	-19%	1	-7%	2	4%	2	-3%	2	-4%	2%
CCOc1ccc2nc(N/C(N)=N/S(C)(=O)=O)nc(C)c2c1	-2%	-8	-24%	-3	5%	3	10%	-1	133%[activator]	-7%
CN(C(=O)C1CCC(=O)N(Cc2ccccc2F)C1)C1CCOCC1 (configuration not stated)	1%	3	3%	-8	-1%	0	2%	-1	2%	2%
Cc1cc(C(=O)Nc2nc3c(s2)CCCC3)no1	-20%	-9	8%	6	0%	3	-4%	?	-1%	5%
COC(=O)c1[nH]c2c(c1C)C(=O)CC(c1ccc(OC)c(OC)c1)C2 (configuration not stated)	-6%	4	-7%	-6	-1%	3	-3%	2	0%	19%
CCOC(=O)c1c(NC(=O)COC(=O)c2ccccc2NC)sc(C(=O)N(C)C)c1C	6%	11	-14%	-30	4%	.	-4%	1	.	12%
CC(CN1CCOCC1)OC(=O)c1cccc(Br)c1 (configuration not stated)	-4%	-3	-19%	8	1%	-1	-7%	7	2%	.
COc1ccc2c(c1)N1CCN=C1N2C	-16%	-10	-24%	2	10%	1	6%	-2	0%	-2%
CN(C)c1nc(OCCNC(=O)COc2ccc(Cl)cc2Cl)nc(N(C)C)n1	-11%	1	-18%	5	0%	-3	-2%	5	-1%	4%
O=C1C=C(c2ccnc3cc(Cl)ccc23)C[C@@H](c2ccc3c(c2)OCO3)C1	.	-6	-15%	8	.	.	.	11	-6%	8%
CCN(CC(=O)Nc1ccc(NC(C)=O)cc1)C(=O)c1cc(S(=O)(=O)N2CCCCCC2)ccc1OC	.	9	0%	-3	.	.	.	11	-4%	6%
CCNC1=C(Cl)C(=O)c2ccccc2C1=O	?	0	-56%[inhibitor]	1	3%	-33*	-1%	-3	-9%	.
Cc1cccc(C)c1OCC(=O)NCC1CCCO1 (configuration not stated)	4%	9	?	0	-2%	2	-18%	-1	-2%	3%
Cc1ccc(SCC(=O)Nc2ccc(F)cc2[N+](=O)[O-])cc1C	?	9	19%	-7	2%	0	-1%	12	0%	6%
CCN(CC)c1nc(Nc2ccccc2)nc(Oc2ccc(=O)[nH]n2)n1	-1%	12	13%	-11	0%	0	-2%	12	-1%	-11%
CCN(CC)CCOC(=O)c1cccc(Br)c1	-7%	13	-28%	5	8%	1	13%	1	1%	1%
Cc1nc2nc(C)c(CCC(=O)N3CCN(c4ccccc4)CC3)c(C)n2n1	3%	1	10%	2	0%	1	-10%	6	0%	3%
O=c1c2c3c(sc2nc2n1CCCCC2)CCC3	0%	-6	-36%	-2	0%	3	11%	7	0%	6%
COc1ccccc1Nc1cc(C)nc2c(C)ccc([N+](=O)[O-])c12	-2%[11.5 µM]	-2	2%	-1	.	4	-4%	7	-17%	2%
O=C(NCCC1=CCCCC1)C1CCC(CNc2c(N3CCCCC3)c(=O)c2=O)CC1 (configuration not stated)	-2%	9	4%	-1	4%	0	-4%	-1	5%	-21%

Only GALK inh and MBNL1-CUG inh, for two of the compounds above:
compound	GALK inh	MBNL1-CUG inh
COC(=O)c1[nH]c2c(c1C)C(=O)CC(c1ccc(OC)c(OC)c1)C2 (configuration not stated)	-1%	-6%
CCOC(=O)c1c(NC(=O)COC(=O)c2ccccc2NC)sc(C(=O)N(C)C)c1C	4%	6%

Later entries.
SMILES	MBNL1-CUG inh	KCNH2 3.1 block	Integrin act MD	KCNH2 WT inh	GALK inh	Coupling enz	CXXC DNA block	TRPV1 agonist	ASM inhibitor	AT treatment
COc1ccc(CCNC(=O)c2ccc(NC(=O)CC3SC(N4CCCCC4)=NC3=O)cc2)cc1OC (configuration not stated)	.	18	11%	-11	.	.	.	.	2%	.
CC(=O)c1ccc(OCC(=O)NCc2ccc(F)cc2)cc1	-5%	-8	7%	-5	-2%	5	16%	19	0%	0%
COc1ccc(C(=O)Nc2ccc3nc(N4CCCCC4)cc(C)c3c2)c(OC)c1	.	.	.	.	1%	2	-3%	3	.	-3%
CC1(C)C(=O)Nc2ccccc2N1C(=O)COC(=O)COc1ccc(C#N)cc1	-3%	-12	10%	-9	5%	.	9%	0	-2%	5%
COc1ccc(CCNC(=O)c2ccc3c(=O)n4c(nc3c2)CCC4)cc1OC	.	-20	-14%	-3	.	.	.	-4	0%	-3%
CCCCn1c(=O)[nH]c(=O)c2c1nc(-c1ccc(-c3ccc(F)cc3)o1)n2C	10%	-1	14%	-4	0%	0	4%	-1	.	4%
CCC1CCCCN1CCCNC(=O)CN1C(=O)COc2ccccc21 (configuration not stated)	-1%	-3	20%	4	-2%	-1	0%	1	0%	-2%
CC(C)=Cc1oc2ccc([N+](=O)[O-])cc2c1N1CCOCC1	-1%	-17	0%	-5	1%	0	-24%	?	-3%	0%
COC(=O)c1cn(NC(=O)c2ccc([N+](=O)[O-])c(C)c2)c(=O)c2ccccc12	.	-3	12%	-2	10%	6	8%	?	-3%	1%
NS(=O)(=O)c1ccc(Cc2ncc(C(F)(F)F)cc2Cl)s1	6%	-5	-31%	-3	-3%	1	-1%	7	5%	0%
Nc1nc2c(c(=O)[nH]1)C(c1ccccc1)C1=C(N2)c2ccccc2C1=O (configuration not stated)	?	-2	6%	5	5%	-2	-18%	0	-1%	1%
CCOc1ccccc1NC(=O)CN(c1nccs1)S(=O)(=O)c1ccc(N)cc1	-14%	12	18%	-3	-1%	-2	-4%	-1	1%	3%
Nc1ccc(Oc2ccc3nc(-c4ccccc4)c(-c4ccc([N+](=O)[O-])cc4)nc3c2)cc1	-7%	-14	-29%	6	-1%	-4	28%	-3	-4%	-1%
O=C(NC(Cc1ccccc1)C(=O)O)/C(=C\c1ccc([N+](=O)[O-])cc1)NC(=O)c1ccco1 (configuration not stated)	?	.	22%	5	-2%	7	17%	-11	6%	-1%
CCC(=O)NC(=S)Nc1ccc(S(=O)(=O)NC2CCCCC2)cc1	2%	-3	-19%	1	-2%	.	-24%	5	-3%	2%
Cc1cc2nc(C)n(CCCN)c2cc1C	7%	-10	-51%[inhibitor]	-2	-3%	-1	1%	2	-1%	3%
COc1cc(C(=O)NCC2CCCCC2)cc(OC)c1OC	-1%	-1	-4%	1	-1%	0	1%	5	-1%	6%
Cc1cc(C(=O)N2CCC(CO)(Cc3cccc(C(F)(F)F)c3)CC2)n[nH]1	0%	-4	-6%	-4	0%	0	-9%	14	-1%	3%
CSc1nc(C)c2c(n1)N(c1ccc(O)cc1)CC2	-5%	1	10%	5	-1%	2	5%	1	-2%	-5%
CSC1=NCCCN1C(=O)c1c(-c2ccccc2Cl)noc1C	-25%	13	-10%	-4	.	-1	?	6	1%	7%
COC(=O)c1cnc(NNS(=O)(=O)c2ccc(Cl)cc2)nc1C(F)(F)F	-11%	-5	20%	4	1%	-1	2%	2	-2%	-1%
Cc1ccc(-c2nnn(CC(=O)N(c3ccc(F)cc3)C(C(=O)NC3CCCC3)c3ccncc3)n2)o1 (configuration not stated)	6%	15	-11%	10	5%	1	4%	-1	-4%	1%
CCOc1ccc(-c2cnc(SCC(N)=O)nc2N)cc1	0%	-12	15%	8	-3%	4	3%	-2	0%	9%
CCCCC(CC)C1OCC(C[N+]2(C)CCOCC2)O1 (configuration not stated)	-11%	24	-3%	-22	0%	2	-4%	-2	2%	3%
CCOC(=O)c1cnc(-c2ccccc2)nc1Oc1ccccc1	-1%	-3	-15%	-4	-3%	-8	-3%	30	-7%	5%
Cc1c(CCOC(=O)CC23CC4CC(CC(C4)C2)C3)sc[n+]1Cc1ccccc1	-5%	1	-56%[inhibitor]	-2	0%	.	?	2	-2%	4%
N#CCc1nc2ccccc2c(=O)[nH]1	4%	6	9%	-5	-3%	-2	1%	2	8%	1%
Cc1cc(C)n2nc(SCC(=O)N(C(C)C)C(C)C)nc2n1	-8%	0	-19%	0	2%	3	-7%	-3	-1%	21%
COc1ccc2c(c1)C(SCC(=O)NCCc1ccc(Cl)cc1)CC(C)(C)O2 (configuration not stated)	22%	-11	10%	-10	.	-4	-2%	5	-1%	31%
Cc1ccc(C(=O)OCC(=O)c2c[nH]c3ccccc23)cc1S(=O)(=O)N1CCOCC1	.	-5	-7%	0	.	.	.	3	0%	1%
CCN1CCC2(CC1)N=C(c1ccc(F)cc1)C(=S)N2C(=O)c1ccc(C)cc1	-23%	-45	-17%	-30	2%	1	7%	1	-2%	28%
Cc1cc(F)ccc1S(=O)(=O)N1CCCOC1CNC(=O)C(=O)NCc1ccncc1 (configuration not stated)	-1%	.	-14%	-3	-5%	.	-3%	-1	0%	-8%
COc1cc(OC)cc(C(=O)NNC(=O)c2nn(C)c(=O)c3ccccc23)c1	.	14	8%	3	.	.	.	.	-1%	-8%
